High-throughput results: PubChem BioAssay, National Center for Advancing Translational Sciences (NCATS)
AmpC inh detg: inhibitors of E. coli AmpC beta-lactamase with detergent; hit rate 0.041% among 370,000; AmpC hydrolysis of nitrocefin, absorbance 480 nm, 0.01% Triton; Potency, µM (highest dose often 114 µM), for inactives: at the highest dose activity change, negative = inhibition, most hits filed as inhibitors; P00811;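 also: potency is read from the fitted curve at half-maximal effect; 0% = no-compound wells and -100% = no-enzyme wells; nearly all actives have a fitted effect of over 25% in size; some results filed as inactive show a strong effect at the top dose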
Target sequence (P00811 whole entry, looked up): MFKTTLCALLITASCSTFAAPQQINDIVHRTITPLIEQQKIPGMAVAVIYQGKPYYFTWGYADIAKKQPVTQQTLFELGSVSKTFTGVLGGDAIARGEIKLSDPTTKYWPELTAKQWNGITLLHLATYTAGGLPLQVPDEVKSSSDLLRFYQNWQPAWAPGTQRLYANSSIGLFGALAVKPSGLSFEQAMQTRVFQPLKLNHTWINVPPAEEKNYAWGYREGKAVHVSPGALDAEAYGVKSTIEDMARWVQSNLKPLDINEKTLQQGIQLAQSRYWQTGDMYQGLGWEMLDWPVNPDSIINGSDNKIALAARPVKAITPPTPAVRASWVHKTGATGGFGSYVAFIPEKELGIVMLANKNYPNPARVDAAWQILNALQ
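AmpC (5.3 nM in the dispensed reagent) in 20 mM phosphate pH 7.0 with 0.01% (detergent screen) or 0.0001% Triton X-100 was preincubated with compounds for 15 min at room temperature. Nitrocefin was then added from an 800 uM solution, and hydrolysis was followed at 480 nm.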
FBPA Giardia inh: inhibitors of Giardia lamblia fructose-1,6-bisphosphate aldolase | A8B2U2 | purified Giardia FBPA | Potency, µM (doses to about 59.6 µM), inactives show at the top dose activity, negative = inhibition, actives largely listed as inhibitors | hit rate 0.71% among 290,000 | AID 2451; also: potency is read from the fitted curve at half-maximal effect; % is scaled to controls: 0 for no effect and ±100 for the full control effect; nearly all actives have a fitted effect of over 55% in size
Target sequence (A8B2U2 whole entry, looked up): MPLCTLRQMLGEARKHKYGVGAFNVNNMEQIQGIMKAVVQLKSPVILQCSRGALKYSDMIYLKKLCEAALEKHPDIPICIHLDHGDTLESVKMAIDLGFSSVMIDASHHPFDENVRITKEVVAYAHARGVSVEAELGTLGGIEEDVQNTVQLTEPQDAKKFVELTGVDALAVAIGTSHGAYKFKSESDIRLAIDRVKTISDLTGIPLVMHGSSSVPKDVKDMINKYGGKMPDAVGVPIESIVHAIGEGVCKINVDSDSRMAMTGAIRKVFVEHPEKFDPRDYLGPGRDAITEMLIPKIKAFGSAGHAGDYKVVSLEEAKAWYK
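40 nM FBPA preincubated 10 min at RT with compound (up to 57.5 uM final), then substrate plus GAPDH/TPI/NAD/arsenate coupling and diaphorase/resazurin added. Fluorescence read after 20 min at RT, 525/598 nm.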
Shiga inhibitor: blocks Shiga toxin action in Vero cells; AID 2315; inhibition, % at 38.7 µM; Vero cells, Shiga toxin protein synthesis inhibition reporter; hit rate 9.2% among 290,000; in the data active = inhibition mostly above about 28%, no sharp cut-off; inactive = mostly below about 43%; also: 0% is about no effect
Cycloheximide cs: counter-screen hit for Shiga toxin inhibitors, cycloheximide; cell reporter, cycloheximide protein synthesis inhibition counterscreen; max response, %; hit rate 12% among 300,000; in the data active = max response mostly above about 13%, no sharp cut-off; inactive = mostly below about 14%; also: read at 38.3 µM for the half of the compounds with a filed dose; 0% is about no effect
HCMV inh: human cytomegalovirus inhibition; HFF cells, HCMV-luciferase reporter, 72 h; hits give low values; activity change, negative = inhibition, % at 57.5 µM; hit rate 4.5% among 410,000; in the data active = activity change below about -60%; inconclusive = no clear call, values can overlap the other calls; inactive = above about -39%; also: % is scaled to controls: 0 for no effect and ±100 for the full control effect
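Compounds were evaluated in HFFs infected with an HCMV luciferase reporter virus (MOI 1 PFU/cell). Luciferase in lysates collected 72 h post infection served as the replication measure.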
AmpC no deterg: inhibitors of E. coli AmpC beta-lactamase without detergent; P00811; AmpC nitrocefin hydrolysis, absorbance 480 nm, 0.0001% Triton; Potency, µM (doses to about 57.1 µM), without a hit: top-dose activity change, negative = inhibition, usual class: inhibitors; hit rate 0.52% among 330,000;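 also: potency is read from the fitted curve at half-maximal effect; plate controls were no compound for no effect and no enzyme for full effect; nearly all actives have a fitted effect of over 20% in size; some results filed as inactive show a strong effect at the top dose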
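20 mM phosphate pH 7.0 + 0.01% (detergent screen) or 0.0001% Triton X-100; 5.3 nM AmpC reagent; cpd preinc 15 min RT; nitrocefin (800 uM stock) to start; A480 q20 s × 4 min; Activity was normalised to no-enzyme and no-compound control wells.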
AMA1 RON2 block: disrupts binding of P. falciparum AMA1 to RON2; Potency, µM (top dose mostly 58.2 µM), inactives show at the highest dose activity change, negative = inhibition, usual class: inhibitors; hit rate 0.2% among 360,000; AlphaScreen AMA1-biotinylated RON2 peptide binding;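 also: potency is read from the fitted curve at half-maximal effect; 0% = vehicle wells and -100% = peptide control; nearly all actives have a fitted effect of over 45% in size; some results filed as inactive show a strong effect at the top dose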
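AMA1 (3D7) with his tag at 25 nM final met compounds first, then biotinylated RON2 peptide at 25 nM; detection used donor plus acceptor beads, 10 µg/mL apiece, read by AlphaScreen after 30 min at room temperature.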
* = called active by the depositor; ? = inconclusive; / = no result given; & = joins results of further samples; [ ] = dose if it differs, or a comment. Unless noted, calls follow the shape of the dose curve; as a rule, active = well fitted curve in the direction sought with a large enough effect; inconclusive = small, poorly fitted or top-dose-only effect, or another doubt; inactive = no such curve, though single readings can be large; an effect the other way counts as inactive or inconclusive.

Order of results: Shiga inhibitor | Cycloheximide cs | HCMV inh | FBPA Giardia inh | AmpC inh detg | AMA1 RON2 block | AmpC no deterg
> CCCN(CC1CC1)C(=O)COC(=O)c1ccc(C)cc1O
 : / | / | 48 | / | / | -15% | -3%
> N#CCSc1nc2cc(C(=O)N3CCC(C(N)=O)CC3)ccc2c2nc3ccccc3n12
 : -12 | -4 | / | 4% | ? | 8% | 23%
> CC(C)(C)NC(=O)COc1ccc(CNCc2cccnc2)cc1
 : -8 | 5 | -2 | -19% | 5% | -13% | 1%
> NC(=O)C(c1cccc(Cl)c1)c1ncc(C(F)(F)F)cc1Cl (stereo unspecified)
 : -6 | -3 | -37 | 5% | -9% | -2% | -13%
> COc1cc2[nH]c(=O)n(Cc3ccc(C(=O)NC4CCCC4)cc3)c(=O)c2cc1OC
 : -11 | -3 | -6 | 0% | 8% | -6% | 1%
> O=C(Cc1ccccc1)Nc1ccc(NC(=O)c2cccc(Cl)c2)cc1
 : -18 | -7 | -38 | 3% | 7% | 3% | -6%
> CCOc1ccccc1N1CCN(C(=O)CC(C)(C)C)CC1
 : -5 | -1 | 48 | 3% | 0% | 19% | 77%[activator]
> C[C@@H]1CN([C@H](C)CO)C(=O)c2cc(NC(=O)Cc3cn(C)c4ccccc34)ccc2O[C@H]1CN(C)S(=O)(=O)c1ccc(F)cc1
 : / | / | 77 | / | / | -14% | 190%[activator]
> CC(C)[C@H](NC(=O)c1ccccc1)C(=O)OCC(=O)NCc1ccc(F)cc1
 : -6 | -2 | -11 | 5% | 0% | 3% | 4%[2.29 µM]
> COc1ccc(-c2oc(=O)c3cc(OC)c(OC)cc3c2-c2cc(F)cc(OC)c2)cc1
 : / | / | 7 | / | -5% | -3% | -6%
> N#Cc1c(-c2cccs2)cc(-c2cccs2)[nH]c1=O
 : -14 | -2 | 22 | -2% | 2% | -9% | -17%
> O=C(Cn1cnc2c(NCc3ccccc3)ncnc21)NCc1nc2ccccc2[nH]1
 : / | / | 9 | / | / | 15% | -10%
> COc1ccc(NC(=O)Nc2ccc3c(c2)C(=O)N([C@H](C)CO)C[C@H](C)[C@@H](CN(C)C(=O)Nc2c(C)noc2C)O3)cc1
 : / | / | -14 | / | / | 1% | 70%[activator]
> Cc1cc(Nc2cccc([N+](=O)[O-])c2)c2ccccc2n1
 : 7 | -2 | -5 | 0% | 1% | 8% | -19%
> COc1cccc(C2=NOC(C(=O)Nc3cccnc3Cl)C2)c1OC (stereo unspecified)
 : 1 | 11 | -37 | 6% | 1% | ? | -8%
> Cc1ccc(OCCn2cccc2/C=C2/C(=O)NC(=O)N(Cc3ccco3)C2=O)cc1
 : 37* | 22* | ? | 2% | -3% | -2% | ?
> Cc1cn(S(=O)(=O)c2cc(Br)ccc2Br)cn1
 : 1 | -2 | -32 | -18% | ? | 3% | -21%
> COc1cccc(NS(=O)(=O)c2cc3c4c(c2)CCC(=O)N4CCC3)c1
 : / | / | -21 | / | ? | -12% | -11%
> Cc1ccc(-c2nc(NC(=O)CSc3ncn[nH]3)ns2)cc1
 : 59* | 16* | 0 | 0% | 3% | 5% | -8%
> COc1ccc(NS(=O)(=O)c2cccc(C(=O)NCC(c3ccc(F)cc3)N3CCOCC3)c2)cc1 (stereo unspecified)
 : 8 | -4 | 16 | 14% | 2% | 10% | 71%[activator]
> CC(=O)Nc1ccc(OCC(O)Cn2nc(C)nc2C)cc1 (stereo unspecified)
 : 12 | -2 | 12 | 6% | -9% | -3% | -13%
> COc1ccccc1CNC(=O)CN1C(=O)COc2ccc(S(=O)(=O)N3CCCCC3)cc21
 : 2 | 11 | 0&3 | / | 3%&8% | -2% | -6%
> COc1ccc(C(=O)NC(=S)N2CCN(c3ccccc3O)CC2)cc1
 : / | / | 49 | / | / | 76%[activator][11.6 µM] | -23%
> CCn1c(C)nc2cc(C(=O)N/N=C/c3ccc(OC)c(O)c3)ccc21
 : -8 | 11 | ? | -5% | -14% | 23% | -38%
> Cc1cc(C)c2oc(C(=O)NCCc3ccc(S(N)(=O)=O)cc3)cc(=O)c2c1
 : 46 | 1 | ? | 2% | 2%&5% | 0% | -8%
> CCOC(=O)Cn1nc(C)c(NC(=O)CCc2ccc(OC)cc2)c1C
 : 14 | -1 | -14 | 0% | 0% | 10% | -6%
> O=C(O)CC/C(=N/NC(=O)c1cccs1)c1ccccc1
 : 24* | 77* | 55 | 1% | -13% | 0% | -29%
> O=C(c1cccn2c(=O)c3ccccc3nc12)N1CCN(Cc2ccc3c(c2)OCO3)CC1
 : -28 | -3 | 4 | -4% | 0% | 3% | 26%
> CC1(C)CC(=O)C(C2c3ccccc3S(=O)(=O)c3ccccc32)C(=O)C1
 : 4 | 7 | 49 | 5% | -3% | 5% | -9%
> CC(=O)Nc1ccc(OCC(O)Cn2c(CO)nc3ccccc32)cc1 (stereo unspecified)
 : -1 | 10 | -8 | 0% | -13% | -2% | -27%

3 structures already listed, arranged by SMILES length, smallest number first:
Order of results: Shiga inhibitor | Cycloheximide cs | HCMV inh | FBPA Giardia inh | AmpC inh detg | AMA1 RON2 block | AmpC no deterg
> CC(C)(C)NC(=O)COc1ccc(CNCc2cccnc2)cc1
 : -8 | 5 | -2 | -19% | 5% | -13% | 1%
> O=C(Cn1cnc2c(NCc3ccccc3)ncnc21)NCc1nc2ccccc2[nH]1
 : / | / | 9 | / | / | 15% | -10%
> COc1ccc(NC(=O)Nc2ccc3c(c2)C(=O)N([C@H](C)CO)C[C@H](C)[C@@H](CN(C)C(=O)Nc2c(C)noc2C)O3)cc1
 : / | / | -14 | / | / | 1% | 70%[activator]

Returning to the listing, repeating the 2 entries before the break.
Order of results: Shiga inhibitor | Cycloheximide cs | HCMV inh | FBPA Giardia inh | AmpC inh detg | AMA1 RON2 block | AmpC no deterg
> CC1(C)CC(=O)C(C2c3ccccc3S(=O)(=O)c3ccccc32)C(=O)C1
 : 4 | 7 | 49 | 5% | -3% | 5% | -9%
> CC(=O)Nc1ccc(OCC(O)Cn2c(CO)nc3ccccc32)cc1 (stereo unspecified)
 : -1 | 10 | -8 | 0% | -13% | -2% | -27%
> O=C1CCN(Cc2ccc(Br)cc2)CCN1[C@H](CO)Cc1ccccc1
 : -5 | -3 | -14 | -8% | -6% | 3% | 239%[activator]
> COc1ccc(C(=O)NCCc2cn3ccc(C)cc3n2)cc1
 : 2 | -2 | -2 | -14% | ? | 5% | ?
> COc1ccc(-c2cc(=O)oc3c(C)c(OCC(=O)N(C)C)ccc23)cc1
 : 19 | -2 | -19 | 8% | -1% | 5% | 113%[activator]
> CCNC(=O)NC(=O)C(C)On1nnc2ccc(S(=O)(=O)N(CC)CC)cc21 (stereo unspecified)
 : -13 | -2 | 0 | 3% | -12% | 10% | -6%
> CC(NC(=S)Nc1ccc(OC(F)F)cc1OC(F)F)C(C)(C)C (stereo unspecified)
 : -10 | 1 | -24 | 2% | -15% | 23% | -6%
> COc1ccc2oc(C(=O)NCc3cc(OC)c(OC)cc3OC)c(C)c2c1
 : 29 | 12 | -27 | -2% | 1% | ? | 141%[activator]
> O=C(c1ccc(-n2cncn2)c([N+](=O)[O-])c1)N1CCN(S(=O)(=O)c2cccc(F)c2)CC1
 : / | / | -38 | / | -11% | -4% | 21%
> CCC(C)(C)NC(=O)C(c1cccn1C)N(C(=O)Cn1nnc2ccccc21)c1ccccc1OC (stereo unspecified)
 : -8 | 2 | -29 | -1% | ? | -1% | 83%[activator]
> CCOC(=O)c1sc(NC(=O)CCN2C(=O)C3CCCCC3C2=O)cc1C (stereo unspecified)
 : / | / | -40 | / | 4% | -5% | -16%
> Cc1ccc(OCC2Cn3c(nc4c3c(=O)[nH]c(=O)n4C)O2)cc1 (stereo unspecified)
 : -11 | -2 | 7 | 0% | -2% | -7% | -2%
> COc1ccc(OC)c(/C=C/C(=O)N2C(=O)c3cccc(N)c3C2=O)c1
 : 23 | 1 | ? | 0% | -2% | 3% | 32µM*
> O=C(Nc1ccc(N2CCCCC2)cc1)c1cccnc1
 : 129* | 22* | 29 | -6% | -3% | -4% | -11%
> COC(=O)c1cc(NC(=O)c2nccnc2C(=O)O)cc(C(=O)OC)c1
 : -11 | -8 | -2 | -7% | -17% | -5% | -8%
> O=C(COC(=O)C1=COCCO1)Nc1ccc(Br)cc1Br
 : / | / | 0 | / | / | 1% | -3%
> O=C(NCc1cccs1)C(=O)NCC(c1ccco1)N1CCN(c2ccccc2F)CC1 (stereo unspecified)
 : -8 | 8 | 0 | -4% | ? | -18% | -37%
> CCC1(c2ccccc2)CCC(=O)NC1=O (stereo unspecified)
 : -6 | -3 | / | -2% | / | / | /
> CCOc1ccc(S(=O)(=O)NCc2cccnc2)cc1C
 : 2 | 1 | -37 | 2% | 3% | 2% | -9%
> Cc1ccc(S(=O)(=O)N(C)CC(=O)O/N=C(\N)c2ccc([N+](=O)[O-])cc2)cc1
 : -16 | -4 | 8 | 0% | -12% | -25% | -19%
> CCCCN(CC)CCCNC(=O)c1cn(C)c2ccc(S(=O)(=O)N(C)C3CCCCC3)cc2c1=O
 : -8 | 22 | -17&-3 | -3% | -1%&-8% | -1% | 8%
> Cc1cc(C)nc(N2CCN(C(=O)c3ccc(S(=O)(=O)N4CCCCCC4)cc3)CC2)n1
 : 20 | -3 | -7 | 4% | 4% | -4% | -8%
> NC(=O)CC(NC(=O)Cc1ccc(Br)cc1)c1ccc(NC2CCCCCC2)c([N+](=O)[O-])c1 (stereo unspecified)
 : -7 | 7 | 38 | -6% | -5% | -17% | -26%
> Cc1cccc(NC(=O)COc2cccc3c2CCN(C)C3=O)c1
 : -3 | 11 | -36 | 4% | 0% | -2% | -1%
> O=C(CSc1nc2[nH]ncc2c(=O)[nH]1)Nc1cccc([N+](=O)[O-])c1
 : / | / | -29 | / | ? | 0% | -10%
> O=C1CN(C(=O)COC(=O)c2cc(S(=O)(=O)N3CCOCC3)ccc2Cl)c2ccccc2N1
 : 26 | -5 | -39 | 6% | 3% | -9% | -7%
> O=C(Cc1ccc(Cl)cc1Cl)OCC(=O)c1ccc[nH]1
 : 59 | 13 | -3 | -10% | 9% | -10% | -25%
> CN(C(=O)c1ccccc1Cl)c1ccccc1
 : 10 | -2 | -17 | -5% | ? | 7% | -5%
> CC(=O)C1=C(O)C(=O)N(CCCn2ccnc2)C1c1ccc(Br)cc1 (stereo unspecified)
 : -5 | -3 | -30 | -14% | 4% | 15% | 0%
> CC(C)c1ccc(S(=O)(=O)N2CCN(CC(=O)Nc3ccc(Cl)cc3F)CC2)cc1
 : / | / | -5 | / | 1% | 1% | 7%
> CCOC(=O)CCn1c(=O)c2c(nc(Br)n2Cc2ccccc2)n(C)c1=O
 : -10 | -3 | -23 | -4% | 2% | -4% | 59%
> O=C(c1ccccc1)N(Nc1ccccc1)c1ccccc1
 : -6 | -3 | ? | 2% | 2% | ? | 12%
> COc1ccc(S(=O)(=O)c2ccc(OC)c(OC)c2)cc1OC
 : -23 | -8 | 53 | 21% | ? | 0% | -14%
> CCc1ccc(-c2nc3ccc(Br)cc3c(C(=O)O)c2C)s1
 : -6 | 9 | -26&-29 | -18% | 1%&-10% | -6% | -12%
